Compound activity as filed in PubChem.
IL-2 act – qHTS of IL-2 Activators | 0.065% of 360,000 active | IL-2 activation reporter assay, cell-based qHTS; stimulated with anti-CD3/CD4/CD28 beads; in transgenic mouse T cells | activation, % (series mostly up to about 46 µM) | AID 652025, 2013; in the data active means activation above about 50%; inconclusive means mostly about 30% to 49%; further: 0% is about no effect
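Screening format: compound pinned onto unstimulated transgenic mouse T cells, 60 min incubation, then anti-CD3/anti-CD4/anti-CD28 bead stimulation for 18 hours at 37 degrees C, followed by EGFP and DsRed detection.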
FUS suppressor – qHTS for Suppressors of FUS Proteinopathy: Primary screen using FUS-linked yeast assay; Potency, µM (titrated, usually from 76.6 µM), inactives show at the highest dose growth rescue (activation), actives largely listed as activators; 0.24% of 390,000 active; S. cerevisiae FUS-expressing, growth rescue, OD600, 24 h; AID 1347120, 2019;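 further: potency means the concentration at half of the fitted maximal effect; plate controls were DMSO vehicle for no effect and reference control for full effect; nearly all actives have a fitted effect of over 55% in size; some results filed as inactive show a strong effect at the top dose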
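Absorbance at 600 nm, taken 24hr after compound addition, measured rescue of FUS-yeast growth at 30C. Induction used 2% galactose with seeding at OD 0.005. Controls: CP55940 from 92uM final, DMSO only.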
Abeta rescue – qHTS for compounds that reverse cellular toxicity of Amyloid beta (A-beta) peptide in yeast: Primary Screen. yeast expressing A-beta42, growth rescue, OD600, 48 h; response scale: 0% DMSO, 100% iron-clioquinol control. Potency, µM (highest dose often 46.1 µM), inactives show at the highest dose growth rescue, hits mostly activators. 0.063% of 410,000 active. AID 1347071, 2019; further: potency means the concentration at half of the fitted maximal effect; nearly all actives have a fitted effect of over 55% in size
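Yeast growth medium received pinned compounds, then yeast cells expressing toxic A-beta were added; plates incubated at 30 C for 48 hr. Growth read as absorbance at 600 nm, normalized to DMSO and equimolar FeCl3 plus clioquinol controls.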
PI5P4Ka inh – qHTS for Inhibitors of phosphatidylinositol 5-phosphate 4-kinase (PI5P4K). AID 652105, 2013. Phosphatidylinositol 5-phosphate 4-kinase type-2 alpha (Homo sapiens), P48426. 1.2% of 330,000 active. max response, %. PI5P4Kalpha enzyme, ADP-Glo luminescence, 60 min; stronger effect = lower value; active means max response of -50% or lower; inconclusive means between -30% and -50%; inactive means -30% or higher; further: value at the top dose of about 77 µM; on the % scale 0 is the no-effect control and ±100 the full control effect
Target sequence (P48426 whole entry, looked up): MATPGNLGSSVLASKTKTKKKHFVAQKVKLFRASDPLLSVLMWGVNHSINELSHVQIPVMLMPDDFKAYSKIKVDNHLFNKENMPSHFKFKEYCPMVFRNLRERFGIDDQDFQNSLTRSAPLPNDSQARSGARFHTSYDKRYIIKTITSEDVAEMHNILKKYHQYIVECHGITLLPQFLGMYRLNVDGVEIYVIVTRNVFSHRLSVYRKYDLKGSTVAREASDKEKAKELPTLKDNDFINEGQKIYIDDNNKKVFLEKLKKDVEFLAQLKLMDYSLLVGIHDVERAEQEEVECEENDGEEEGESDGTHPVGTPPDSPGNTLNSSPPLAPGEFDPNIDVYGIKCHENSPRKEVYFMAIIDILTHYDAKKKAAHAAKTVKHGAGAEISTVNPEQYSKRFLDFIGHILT
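Luminescence from ADP-Glo served as readout of PI5P4Kalpha activity in a qHTS format. Reaction: enzyme, substrate, compound, ATP at 5 microM final, 60 min at RT.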
WRN inhibitor – qHTS for Inhibitors of WRN Helicase. Bifunctional 3'-5' exonuclease/ATP-dependent helicase WRN (Homo sapiens), Q14191. WRN helicase unwinding, fluorescent forked duplex, kinetic. Potency, µM (titrated, usually from 114 µM), for inactives: at the top dose activity change, negative = inhibition, usual class: inhibitors. 0.46% of 360,000 active. AID 651768, 2012; further: potency means the concentration at half of the fitted maximal effect; on the % scale 0 is the no-effect control and ±100 the full control effect; nearly all actives have a fitted effect of over 55% in size
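Fluorescence dequenching readout, ex 525 nm/em 598 nm, kinetic mode: forked duplex DNA (100 nM final) with adjacent fluorophore and quencher unwound by WRN (20 nM final) with 2 mM ATP. Compound preincubation 15 min, room temperature.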
EPAC1 antag – qHTS for Antagonist of cAMP-regulated guanine nucleotide exchange factor 3 (EPAC1): primary screen; AID 720709, 2013; Potency, µM (highest dose often 115 µM), without a hit: top-dose activity change, negative = inhibition, actives largely listed as inhibitors; 0.14% of 360,000 active; EPAC1 GEF assay, Rap1b-BODIPY-GDP exchange fluorescence; Rap guanine nucleotide exchange factor 3 (Homo sapiens), O95398;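 further: potency means the concentration at half of the fitted maximal effect; plate controls were vehicle for no effect and positive control for full effect; nearly all actives have a fitted effect of over 50% in size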
EPAC1 ag – qHTS for Agonist of cAMP-regulated guanine nucleotide exchange factor 3 (EPAC1): primary screen; Rap guanine nucleotide exchange factor 3 (Homo sapiens), O95398; EPAC1 agonist qHTS, biochemical assay; response scale: 100% = response to 6.5 mM cAMP; Potency, µM (series often up to 154 µM), without a hit: top-dose activation, usual class: activators; 0.073% of 360,000 active; AID 720707, 2013; further: potency means the concentration at half of the fitted maximal effect; nearly all actives have a fitted effect of over 60% in size
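Compounds were pinned as a concentration titration into mixtures of EPAC1 (100 nM), BODIPY-GDP-loaded Rap1B (250 nM) and GDP (50 uM). After 5 min at room temperature, fluorescence was followed for 30 min; activity was scaled to 6.5 mM cAMP.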
PLK1 PBD inh – qHTS for Inhibitors of PLK1-PDB (polo-like kinase 1 - polo-box domain): Primary Screen. AID 720504, 2013. Plk1 PBD binding of FITC phosphopeptide, fluorescence polarization. Potency, µM, without a hit: max response, negative = inhibition, hits mostly inhibitors. 2.8% of 360,000 active; further: potency means the concentration at half of the fitted maximal effect; series mostly up to about 57 µM; on the % scale 0 is the no-effect control and ±100 the full control effect; nearly all actives have a fitted effect of over 65% in size
Target sequence (P53350 whole entry, looked up, the tested form may be a part): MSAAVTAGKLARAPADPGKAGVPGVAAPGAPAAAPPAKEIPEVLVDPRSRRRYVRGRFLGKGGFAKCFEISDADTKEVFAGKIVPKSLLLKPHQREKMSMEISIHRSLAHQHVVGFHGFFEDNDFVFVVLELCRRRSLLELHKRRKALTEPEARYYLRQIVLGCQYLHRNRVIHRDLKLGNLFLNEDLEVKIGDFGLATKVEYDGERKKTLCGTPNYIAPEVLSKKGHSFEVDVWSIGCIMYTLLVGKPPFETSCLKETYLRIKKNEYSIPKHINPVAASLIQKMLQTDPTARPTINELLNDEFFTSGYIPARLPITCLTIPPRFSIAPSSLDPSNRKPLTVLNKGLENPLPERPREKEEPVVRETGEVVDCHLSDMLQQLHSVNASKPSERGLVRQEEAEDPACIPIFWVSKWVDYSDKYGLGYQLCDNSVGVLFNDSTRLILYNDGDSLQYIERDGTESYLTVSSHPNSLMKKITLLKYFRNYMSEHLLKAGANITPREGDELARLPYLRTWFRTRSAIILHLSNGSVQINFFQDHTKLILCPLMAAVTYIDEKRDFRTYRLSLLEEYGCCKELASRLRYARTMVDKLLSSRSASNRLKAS
Active calls of the source: *; ? = inconclusive; . = not tested or not shown; & = joins results of further samples; [ ] = remark or other dose. Unless noted, the call rests on the fitted dose curve; in most records, active means well fitted curve in the direction sought with a large enough effect; inconclusive means small, poorly fitted or top-dose-only effect, or another doubt; inactive means no such curve, though single readings can be large; an effect the other way counts as inactive or inconclusive.

SMILES	IL-2 act	FUS suppressor	Abeta rescue	PI5P4Ka inh	WRN inhibitor	EPAC1 antag	EPAC1 ag	PLK1 PBD inh
CCCCN(CCCC)C(=O)C1CC=CCC1C(=O)O (stereo unspecified)	0.2	5.1%	15.5%	-1.7	-4.4%	-1.8%	12.7%	-9.9%
O=C(Nc1ccc(Cl)cc1C(=O)Nc1ccc(Br)cn1)c1ccco1	1.7	38.3%	-90.7%[inhibitor]	.	-8.0%	-13.4%	6.9%	-6.9%
COc1cc(/C=C/c2onc(C)c2[N+](=O)[O-])cc(OC)c1OC	0.0	-21.7%	5.7%	-11.4	-15.0%	-3.5%	-4.8%	2.4%
C=CCCC(=O)N1CCC(Oc2cccc(C(=O)NCc3ccccn3)c2)CC1	-1.6	.	1.4%	-1.7	-14.2%	6.7%	-1.5%	-5.3%
S=C1NCN(Cc2ccccc2)CN1C1CCCCC1	0.0	31.9%	17.9%	9.1	1.5%	-3.4%	-5.0%	-3.6%
O=C(N/N=C/c1c[nH]c2ccccc12)c1ccncc1	-2.3	20.5%	-16.2%	?	-14.7%	-3.3%	-10.2%	-4.1%
CCCCCCc1c(O)nc(SCC(=O)O)[nH]c1=O	-0.1	-17.4%	12.5%	-19.4	-4.2%	8.4%	2.6%	-5.3%
O=C(NC1CCCN(Cc2ccc(Cl)cc2)C1)c1c(F)ccc(F)c1F (stereo unspecified)	-3.6	?	-3.9%	0.0	4.5%	15.6%	-6.1%	-1.6%
Cc1ccc(COc2ccsc2C(=O)NN)cc1	1.3	15.0%	8.0%	4.1	-24.8%	1.5%	23.1%	-6.8%
O=C(CNC(=O)c1cccs1)Nc1cccc(S(=O)(=O)N2CCOCC2)c1	-6.2	12.9%	1.7%	0.0	-2.6%	-10.3%	5.9%	-6.4%
CN(C)c1ccc(C(=O)NCCCSc2ccccc2)cc1	0.5	14.6%	6.5%	3.4	-5.1%	-8.3%	4.9%	-1.9%
O=C(CCN1C(=O)c2ccccc2C1=O)N1CCN(C2c3ccccc3-c3ccccc32)CC1	-0.4	7.0%	6.9%	.	-3.7%	20.2%	1.4%	-6.7%
CCN(CC)c1ccc(NC(=O)COC(=O)COc2ccccc2[N+](=O)[O-])cc1	-5.4	.	-10.8%	-4.0	-18.4%	2.3%	4.8%	4.1%
COC(=O)c1cc(C)[nH]c2c(C)cc3nc4ccccc4c3c12	-2.3	22.9%	2.1%	-1.5	-10.3%	-20.6%	13.8%	-9.0%
COC(=O)CCC(=O)OC1(C)C(=O)C2=CN(c3ccc(OC)cc3)C(c3ccc(OC)cc3)=CC2=C(Br)C1=O (stereo unspecified)	1.2	?	0.0%	?	-5.0%	4.5%	8.0%	?
Nc1ccc(NS(=O)(=O)c2ccccc2)cc1	0.3	-13.6%	-5.4%	5.8	-1.7%	4.5%	18.2%	-0.1%
Cc1c(NC(=O)CSc2ccc(Cl)cc2)c(=O)n(-c2ccccc2)n1C	0.3	1.0%	-15.1%	-1.8	-2.7%	-14.7%	7.2%	-6.6%
Fc1cccc(-n2c(-c3ccco3)nc3nc4ccccc4nc32)c1	24.6	-12.6%	-2.2%	1.8	-6.0%	8.1%	-2.2%	2.7%
CCOC(=O)c1c(NC(=O)CSc2nc3ccccc3[nH]2)sc2c1CC(C)(C)NC2(C)C	-4.0	16.5%	14.2%	-2.3	7.7%	7.5%	8.2%	-3.5%
CC1CCc2sc(NC(=O)C3CC(Cl)=CCC3C(=O)O)c(C#N)c2C1 (stereo unspecified)	-0.5	17.6%	1.7%	-1.5	-7.6%	-1.6%	1.5%	-27.0%
CC(=O)c1ccc(N2CCN(S(=O)(=O)c3cc4[nH]c(=O)c(=O)[nH]c4cc3C)CC2)cc1	4.9	-9.2%&-3.9%	-7.1%&6.8%	1.9	1.4%[11.6 µM]	-12.8%	-0.4%	-14.7%
CCOC(=O)C1=C(COC(=O)c2ccccc2OC)NC(=O)NC1C (stereo unspecified)	0.7	11.3%	-17.0%	-10.0	2.6%	?	4.0%	-9.5%
O=C(N/N=C/c1ccc(Cl)cc1)c1ccc2c(c1)OCO2	-2.0	-13.5%	-3.4%	0.2	0.2%[11.6 µM]	?	-0.9%	-10.2%
CCS(=O)(=O)n1nc(-c2ccccc2)nc1N	-0.9	-3.6%	-1.7%	2.1	7.0%	19.5%	9.1%	-4.6%

Five structures already listed, arranged by number of heavy atoms, falling:
SMILES	IL-2 act	FUS suppressor	Abeta rescue	PI5P4Ka inh	WRN inhibitor	EPAC1 antag	EPAC1 ag	PLK1 PBD inh
COC(=O)CCC(=O)OC1(C)C(=O)C2=CN(c3ccc(OC)cc3)C(c3ccc(OC)cc3)=CC2=C(Br)C1=O (stereo unspecified)	1.2	?	0.0%	?	-5.0%	4.5%	8.0%	?
Cc1c(NC(=O)CSc2ccc(Cl)cc2)c(=O)n(-c2ccccc2)n1C	0.3	1.0%	-15.1%	-1.8	-2.7%	-14.7%	7.2%	-6.6%
CC1CCc2sc(NC(=O)C3CC(Cl)=CCC3C(=O)O)c(C#N)c2C1 (stereo unspecified)	-0.5	17.6%	1.7%	-1.5	-7.6%	-1.6%	1.5%	-27.0%
O=C(N/N=C/c1ccc(Cl)cc1)c1ccc2c(c1)OCO2	-2.0	-13.5%	-3.4%	0.2	0.2%[11.6 µM]	?	-0.9%	-10.2%
CCS(=O)(=O)n1nc(-c2ccccc2)nc1N	-0.9	-3.6%	-1.7%	2.1	7.0%	19.5%	9.1%	-4.6%

Next structures follow:
SMILES	IL-2 act	FUS suppressor	Abeta rescue	PI5P4Ka inh	WRN inhibitor	EPAC1 antag	EPAC1 ag	PLK1 PBD inh
CC(C)CN1C(=O)C(=O)N(CC(=O)c2ccc3c(c2)CCCC3)C1=O	-0.5	.	-18.0%	4.6	-1.3%	0.3%	8.2%	-6.5%
Cc1ccc(-c2cc(-c3ccccc3)c(C#N)c(Br)n2)cc1	0.8	.	19.7%	11.2	-4.4%	1.5%	-2.7%	5.3%
O=C1CN(C(=O)COC(=O)c2cccs2)c2ccccc2N1	-0.2	7.7%	-2.0%	-3.2	2.2%	-10.9%	9.0%	1.9%
Cc1ccc(N(C(=O)NC2CCCCC2)C2=NCCCCC2)cc1	-0.5	-12.4%	7.7%	4.1	-11.5%	4.1%	5.4%	-1.2%
O=C(O)CC1SC(=O)N(Cc2ccccc2)C1=O (stereo unspecified)	2.1	12.0%	8.4%	0.9	4.4%	-6.7%	4.6%	-6.0%
CCc1nc2ccc(C(=O)NCCCN3CCCC3=O)cn2c1N(C=O)CC	1.3	-17.1%	-12.1%	-1.3	6.5%[57.1 µM]	13.0%	-8.7%	-3.9%
Cc1ccccc1C(=O)c1cccn1CC(=O)NCc1ccccc1Cl	0.7	10.7%	-3.7%	-2.6	-9.5%	-10.1%	-1.2%	-11.6%
Cn1cc(-c2nnnn2-c2ccccc2)c(=O)c2ccccc21	-1.1	13.1%	-8.3%	-1.2	10.2%	9.5%	-3.7%	-1.4%
O=C(C1CCCO1)N1CCN(C(=S)Nc2ccc(Cl)cc2)CC1 (stereo unspecified)	0.3	.	9.4%	3.6	5.9%	?	-2.3%	-22.0%
CC(C)CNS(=O)(=O)c1ccc(OCC(=O)NCc2ccco2)cc1	-3.8	6.7%	12.4%	-5.5	4.9%	-1.5%	-0.4%	-4.5%
CCc1nc2c(OCC(=O)N3CCOCC3)cccn2c1N(C)C(=O)COc1ccccc1	-0.3	-2.4%	-1.2%	-1.1	4.8%	0.6%	5.5%	-12.1%
CCNC(=O)C/C(C)=N/NC(=O)C12CC3CC(CC(C3)C1)C2	-1.3	14.8%	3.5%	0.1	3.5%	-18.7%	1.9%	-5.9%
O=C(Cc1ccccc1[N+](=O)[O-])NCc1ccc(Cl)cc1	-0.2	10.2%	-14.1%	7.1	-6.8%	-2.6%	-1.1%	-0.1%
S=C(NCCCn1ccnc1)Nc1cccc(Cl)c1	-1.7	-7.0%	1.5%	0.3	-2.1%	-4.9%	-10.9%	-16.3%
CCOC(=O)[C@]12CCCC=C1N(CCC1=CCCCC1)C(=O)[C@H](CC(=O)N1CCSCC1)C2	-0.5	44.0%	0.9%	-1.8	-4.1%	-11.1%	-6.6%	1.3%
Cc1nc2ccc([N+](=O)[O-])cc2s1	0.4	4.0%	-13.1%	1.2	1.6%	-3.2%	5.0%	?
O=C(O)CCc1ccc(-c2ccccc2)n1NC(=O)c1sc2ccccc2c1Cl	-1.2	30.0%	11.5%	-1.9	-29.7%	-3.8%	1.9%	-15.1%
CC(C)SCC(=O)Nc1ncc2c(n1)-c1ccccc1CC2	-4.2	28.3%	-15.9%	?	?	-8.0%	1.6%	18.9µM*
CC(=O)NNC(=O)c1csc(Cc2c(Cl)sc3ccc(Cl)cc23)n1	-2.5	4.3%	?	2.0	-2.3%	1.5%	5.9%	-7.3%
COc1ccc(CCNC(=O)COc2ccc(S(=O)(=O)NC(C)C)cc2Cl)cc1OC	-2.4	?	-31.1%	.	-13.5%	-6.8%	-15.6%	-8.8%
O=C(NC1CCCCC1c1ccccc1)c1ccccc1 (stereo unspecified)	-0.3	.	6.8%	-2.2	11.1%	-7.3%	-0.1%	3.7%
Cc1c(C(=O)NCc2ccco2)sc(=O)n1Cc1ccc(S(C)(=O)=O)cc1	-0.1	-7.8%	-11.6%	-3.4	7.2%[57.1 µM]	-0.7%	1.8%	-2.4%
CC1(C(=O)NCc2ccccc2)CSCC(=O)N1CCOc1ccccc1 (stereo unspecified)	1.4	21.6%	-54.8%[inhibitor]	1.4	-3.7%	-0.9%	1.1%	-12.4%
COc1ccc(C2CC(=O)CC(=O)C2n2cncn2)cc1 (stereo unspecified)	-1.2	27.8%	5.1%	.	9.2%	3.0%	-2.0%	-2.3%

Single values from the list:
Result for `COC(=O)CCC(=O)OC1(C)C(=O)C2=CN(c3ccc(OC)cc3)C(c3ccc(OC)cc3)=CC2=C(Br)C1=O` (stereo unspecified) under IL-2 act: 1.2
Result for `S=C(NCCCn1ccnc1)Nc1cccc(Cl)c1` under Abeta rescue: 1.5%
